MsrA inhibitor: inhibits bovine methionine sulfoxide reductase A; purified bovine MsrA, absorbance read-out; inhibition, % at 15.5 µM; hit rate 0.75% among 360,000; AID 651718; in the data active means inhibition above about 4.5%;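 further: 0% = vehicle wells with enzyme and 100% = reference inhibitor wells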
CSN deneddyl inh: CSN deneddylation inhibition | Q92905 | Purified CSN, SCF-Nedd8-OG deneddylation, fluorescence polarization | inhibition, % at 12.5 µM | hit rate 0.38% among 360,000 | AID 651999;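 active means pattern-corrected inhibition above about 35%, with an unprinted fluorescence ratio check between 0.5 and 1.5, limit read from the data, passing the limit was not always enough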;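 further: 0% = enzyme with substrate and 100% = substrate without enzyme; some results filed as inactive read as strong as hits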
Target sequence (Q92905 whole entry, looked up, one chain of several): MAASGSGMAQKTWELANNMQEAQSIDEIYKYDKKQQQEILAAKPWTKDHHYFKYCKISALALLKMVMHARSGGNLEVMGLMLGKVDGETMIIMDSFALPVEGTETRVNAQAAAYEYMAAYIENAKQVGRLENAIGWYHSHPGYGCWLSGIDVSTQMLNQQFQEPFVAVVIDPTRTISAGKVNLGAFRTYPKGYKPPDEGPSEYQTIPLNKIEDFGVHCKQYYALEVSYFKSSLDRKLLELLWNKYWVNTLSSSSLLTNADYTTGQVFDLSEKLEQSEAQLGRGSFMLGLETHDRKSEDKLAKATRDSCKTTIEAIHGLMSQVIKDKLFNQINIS
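Assay system: purified human Csn5 enzyme expressed in HEK293T cells; Input: 0.24 nM Csn5 enzyme, final concentration; Reagent: 10 nM SCFSkp2-Nedd8OG; Compound dosing: 12.5 µM single point; Times: reaction 90 min, room temperature; Technique: fluorescence polarization readout.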
eLon inh: E. coli protease La inhibition; P0A9M0; purified E. coli Lon protease, fluorescence polarization; inhibition, % at 7.94 µM; hit rate 0.42% among 360,000; in the data active means inhibition above about 13%, passing the limit was not always enough;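 further: 0% = enzyme with probe and DMSO and 100% = no enzyme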
Neddyl block: cullin neddylation inhibition | hit rate 0.58% among 360,000 | calls only at 25 µM | P61081+Q13564 | TR-FRET cullin neddylation, biochemical | AID 651699; in the data active means inhibition above about 36%
Target sequence (P61081 whole entry, looked up): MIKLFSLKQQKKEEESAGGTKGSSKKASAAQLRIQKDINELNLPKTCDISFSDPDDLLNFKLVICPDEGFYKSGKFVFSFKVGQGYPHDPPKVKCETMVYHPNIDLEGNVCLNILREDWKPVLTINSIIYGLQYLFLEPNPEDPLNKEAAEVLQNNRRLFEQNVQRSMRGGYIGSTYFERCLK
Target sequence (Q13564 whole entry, looked up): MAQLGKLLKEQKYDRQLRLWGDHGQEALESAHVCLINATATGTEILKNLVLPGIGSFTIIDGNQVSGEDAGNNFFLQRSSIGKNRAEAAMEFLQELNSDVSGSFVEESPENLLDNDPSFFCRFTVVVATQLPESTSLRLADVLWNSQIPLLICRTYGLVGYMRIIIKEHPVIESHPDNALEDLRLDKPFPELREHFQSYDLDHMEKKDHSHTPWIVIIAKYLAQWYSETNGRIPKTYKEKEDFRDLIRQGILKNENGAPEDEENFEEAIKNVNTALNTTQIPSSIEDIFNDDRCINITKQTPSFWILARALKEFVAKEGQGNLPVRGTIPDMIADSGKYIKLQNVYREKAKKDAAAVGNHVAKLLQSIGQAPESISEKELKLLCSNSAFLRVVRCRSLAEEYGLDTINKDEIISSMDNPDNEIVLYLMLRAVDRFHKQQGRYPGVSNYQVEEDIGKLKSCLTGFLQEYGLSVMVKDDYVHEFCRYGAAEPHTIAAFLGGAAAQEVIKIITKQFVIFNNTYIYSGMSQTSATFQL
FAS-TE inh: blocks the thioesterase domain of human fatty acid synthase | P49327 | recombinant FAS-TE, OMFH fluorogenic substrate, fluorescence endpoint | inhibition, % at 15 µM | hit rate 0.67% among 360,000 | AID 602261;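 active means compounds whose normalised, plate-corrected inhibition of enzyme fluorescence in the single-dose primary screen is 50% or more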;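 further: 0% = DMSO with enzyme and 100% = substrate without enzyme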
MsrA act: bovine methionine sulfoxide reductase A activation; activation, % at 10.6 µM; hit rate 0.3% among 360,000; AID 602163; purified bovine MsrA, absorbance read-out; in the data active means activation above about 7.5%;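 further: 0% = vehicle and 100% = reference activator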
Tb MetRS inh: blocks T. brucei methionyl-tRNA synthetase activity; purified T. brucei MetRS, ATP depletion, Kinase-Glo luminescence; inhibition, % at 11.9 µM; hit rate 0.4% among 360,000;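 active means inhibition above a per-plate cutoff of the control wells' mean inhibition plus 3 SD, cut at about 5.5% in these data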;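 further: 0% = DMSO wells median and 100% = median of wells with control inhibitor compound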
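Material: T. brucei methionyl-tRNA synthetase, purified; reagent: substrates ATP, L-methionine and bulk Escherichia coli tRNA; dosing: 11.9 µM single point; timing: 15 min plus 2 h at 25 °C; detection: luminescence of leftover ATP; evaluation: % inhibition; control set: DMSO-only wells as low control; replicates: singlicate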
MLLE-PAM2 inh: blocks PAM2 peptide binding to the PABP1 MLLE domain. GST-MLLE / FITC-PAM2 fluorescence polarization. inhibition, % at 20 µM. hit rate 0.36% among 360,000. AID 588489; in the data active means inhibition above about 35%, passing the limit was not always enough;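 further: plate controls were DMSO wells with GST-MLLE for no effect and wells lacking GST-MLLE protein for full effect; some results filed as inactive read as strong as hits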
Rin1 Abl inh: blocks binding of human Rin1 to Abl; P00519+Q13671; TR-FRET Rin1/Abl binding, biochemical; inhibition, % at 7.35 µM; hit rate 0.4% among 360,000; AID 588664; in the data active means inhibition above about 5%, passing the limit was not always enough
* = called active by the depositor; i = inactive; . = not tested or not shown. Compounds were not picked by outcome. Share with any hit: about 4%.

SMILES	MsrA inhibitor	CSN deneddyl inh	eLon inh	Neddyl block	FAS-TE inh	MsrA act	Tb MetRS inh	MLLE-PAM2 inh	Rin1 Abl inh
Cc1cc(C(=O)CN2CCN(CC(=O)Nc3cccc(F)c3)CC2)c(C)n1C1CC1	-0.5	3	-21	i	-6	-3	0.0	2	0
Cc1cccc(OCCOC(=O)Nc2ccccc2)c1	-0.8	-8	-1	i	21	-2	-0.2	-1	1
Cc1ccccc1Nc1nc(N)nc(CSc2nnc3sc4ccccc4n23)n1	-0.5	-5	-5	i	-1	1	0.0	-19	-5
CCOC(=O)C1=C(C)OC(N)=C(C#N)C1c1cc(C)sc1C (centres undefined)	0.8	-7	1	i	5	0	0.2	33	-7
CCOC(=O)Cn1c(COc2ccccc2OC)[n+](C)c2ccccc21	-0.3	-3	-5	i	-8	-1	-0.2	-3	-3
O=C(Nc1cccc(S(=O)(=O)Nc2ccc(Cl)cc2)c1)c1cc2c(s1)CCCC2	-1.1	-8	13	i	31	-5	-0.5	-7	-3
CCOC(=O)C1=C(O)/C(=C/c2cc(C)n(-c3ccccc3)c2C)N=C1C	1.0	7	-7	i	-2	-7	0.1	-31	3
COC(=O)C1C(=O)NCC1c1ccc(C)cc1 (centres undefined)	-0.5	1	-2	i	-11	-12	-1.1	5	-2
CC(C)NC(=O)/C(=C\c1cccc([N+](=O)[O-])c1)NC(=O)c1ccccc1	0.1	-1	-3	i	12	-2	0.6	-6	-3
Cc1ccc(NC(=O)CN2CCc3cc4c(cc3C2C)OCCCO4)cc1 (centres undefined)	0.7	2	-12	i	7	-2	-0.3	-6	4
CCOC12NC(=O)CC(=O)N1C(c1ccccc1)=CS2 (centres undefined)	1.3	0	-4	i	3	1	-0.1	-11	-2
Cc1ccc(-c2nnc3ccc(SCC(=O)NCc4ccco4)nn23)cc1	0.5	-4	6	i	1	-8	-1.3	9	3
Cc1cc(C(=O)Nc2sc3c(c2C#N)CCC3)no1	3.2	13	3	i	-6	-2	-0.7	17	-1
CCCC(=O)Nc1ccc(C(=O)COC(=O)c2c(C)noc2C)cc1	-1.0	2	6	i	-2	-6	-0.6	-1	5
Cc1c(C(=O)NCC2CCCO2)oc2ccc(S(=O)(=O)N3CCCC3)cc12 (centres undefined)	-0.7	2	0	i	-6	1	-0.8	-6	4
CC1(C2CC2)NC(=O)NC1=O (centres undefined)	1.6	-5	11	i	-8	-3	-0.9	-6	-2
O=C(C[n+]1ccccc1)N/N=C/c1cc(Br)ccc1F	0.6	2	3	i	-5	0	-0.4	13	-4
CC1(C)C(=O)Nc2ccccc2N1C(=O)CSc1ncccn1	-0.7	-1	-2	i	-6	-8	-0.9	15	0
O=C(O)c1cccc(Cn2c(Cl)c(/C=N/NC(=O)c3ccco3)sc2=O)c1	7.0*	-2	-11	i	-8	-6	-0.3	-90	1
COc1cc(/C=C2\CCc3c2nc2ccccc2c3C(=O)O)cc(OC)c1OC	0.8	52	-10	.	0	-6	0.0	2	2
Cc1ccc2[nH]c(=O)c(CN(Cc3cccs3)C(=S)NCC3CCCO3)cc2c1 (centres undefined)	-0.6	-13	-10	i	-6	-1	1.6	-133	0
O=C(NC(Cc1ccccc1)C(=O)O)/C(=C\c1ccc(F)cc1)NC(=O)c1ccccc1 (centres undefined)	-0.5	-6	-4	i	-5	0	-0.2	3	-2
CCOC(=O)c1c(C)[nH]c(C2=NNC(=Nc3ccc(OCC)cc3)SC2)c1C	1.8	-6	-7	i	-172	-1	-0.6	-106	-1
Cc1cc(C)c(S(=O)(=O)N2CCN(C(=O)c3c(C)noc3C)CC2)c(C)c1	1.1	4	4	i	-2	-3	-0.4	-4	1

An excerpt from above, reduced to Neddyl block:
SMILES | Neddyl block
O=C(O)c1cccc(Cn2c(Cl)c(/C=N/NC(=O)c3ccco3)sc2=O)c1 | i
CC1(C2CC2)NC(=O)NC1=O (centres undefined) | i

Continued.
SMILES	MsrA inhibitor	CSN deneddyl inh	eLon inh	Neddyl block	FAS-TE inh	MsrA act	Tb MetRS inh	MLLE-PAM2 inh	Rin1 Abl inh
CCn1c(COc2cccc(C)c2)nnc1SCC(=O)Nc1cccc(C(=O)OC)c1	0.5	-3	0	i	7	-4	-0.8	7	-1
CCn1cc(/C=C/C(=O)Nc2c(C)nn(Cc3ccccc3)c2C)cn1	0.8	-8	-20	i	-11	-3	-0.3	-5	-1
Cc1ccc2nc(Nc3nc(CSc4nc5ccccc5s4)cc(=O)[nH]3)nc(C)c2c1	-0.2	3	-7	i	41	-4	-0.8	-9	2
CC(c1ccccn1)N(C)C(=O)c1ccc2nc(Cc3ccccc3F)oc2c1 (centres undefined)	0.3	1	-1	i	6	-3	-0.4	-10	0
CC(=O)c1cccc(NCC(=O)N2CCN(S(=O)(=O)c3ccccc3)CC2)c1	0.5	1	-1	i	-4	-2	-0.3	7	0
Cn1c(CC(=O)NNC(=O)c2cncc(Br)c2)nc2ccccc21	-0.5	6	6	i	-5	0	-0.2	-6	1
Cc1[nH]c2ccccc2c1SCC(=O)N1CCN(c2ccccc2)CC1	2.5	-1	0	i	5	1	-0.2	-7	-1
C=CCSc1nc(C)c(CC(=O)OCCCC)c(=O)[nH]1	1.0	-4	-4	i	-7	1	-0.2	-6	-5
O=C(NCc1ccccc1)c1cc(C2CCCCN2C(=O)c2ccccc2)on1 (centres undefined)	0.0	1	-1	i	3	-2	-0.1	9	-2
CCCCn1nnnc1C(c1ccccc1)N1CCN(Cc2c(F)cccc2Cl)CC1 (centres undefined)	-0.7	-1	4	i	19	0	-0.4	.	.
COc1ccc(COCCN2CCN(S(=O)(=O)c3ccccc3)CCC2=O)cc1	1.4	4	-11	i	-7	-3	-0.3	3	4
C=CCn1c(SCC(=O)c2c(C)[nH]c3ccccc23)nnc1-c1ccncc1	-0.4	36*	14	i	-5	-5	-0.1	-18	1
CSc1ccccc1NC(=O)c1ccccn1	0.0	0	-4	i	0	-4	-0.1	8	1
C[C@@H]1CN([C@@H](C)CO)C(=O)CCCn2nncc2CO[C@@H]1CN(C)C(=O)Nc1ccccc1C(F)(F)F	-0.6	-1	-1	i	-8	-12	-2.1	11	0
C/C(=N/NS(=O)(=O)c1ccc(C)c(C)c1)c1c[nH]c2ccccc12	1.0	-1	-10	i	10	-1	0.7	12	3
COc1ccccc1Nc1nc2ccc(C)cc2n2cnnc12	-0.8	5	-30	i	6	-3	0.0	-24	-1
COc1ccc(Oc2nc(-c3ccccn3)ncc2OC)cc1	0.0	1	0	i	0	-7	-1.0	6	-1
CN(c1ccc(C(=O)N2CCN(Cc3ccccc3)CC2)cc1)S(=O)(=O)c1ccccc1	-0.4	1	9	i	1	-7	-1.0	3	4
COc1ccc(-c2cc(C(=O)NCCCN3CCCC3=O)c3ccccc3n2)cc1	2.0	-2	1	.	0	-2	-0.1	-15	-4
CC1=C(C(=O)NCc2ccccc2)C(c2ccc(C)o2)n2ncnc2N1 (centres undefined)	1.5	4	-1	i	-1	-2	-0.3	11	-3
COc1ccc(NC(=O)Nc2ccccc2F)c([N+](=O)[O-])c1	3.3	-3	7	i	4	-3	-0.6	9	-1
O=c1ccc2ccccc2n1Cc1cccc(F)c1	1.6	5	4	i	-2	-1	0.1	14	1
Nc1ccc2c(c1)C(=O)c1ccc(Cl)cc1-2	0.0	1	2	i	1	-3	-0.3	-9	-12
Cc1ccccc1C(=O)Nc1ccnn1C1CCN(CC2CC=CCC2)CC1 (centres undefined)	-0.3	-1	1	i	-7	-7	-0.5	7	1
CC(C)Oc1ccc(C(CC(=O)NCCCN(C)C)c2ccc(F)cc2)cc1 (centres undefined)	1.1	-7	-2	i	-11	-3	-1.2	-8	-1
O=C(Nc1ccc2sc3ccccc3c(=O)c2c1)c1ccccc1Cl	-2.2	1	1	i	4	-3	-1.2	23	-3
CCOc1ccc(S(=O)(=O)N2CCCCC2)cc1NC(=O)CCc1ccc(OC)cc1	1.0	-1	-9	i	24	-1	0.1	17	2
Cc1ccnc2ccc(-c3nc4ccccc4o3)cc12	1.5	3	-9	i	5	3	-0.2	5	0
O=C(Nc1ccccc1)C1=C[C@@H](c2ccc(Br)cc2)C[C@@H](OCc2ccc(CO)cc2)O1	-0.1	-3	-4	i	18	-3	0.3	-11	0
CCN1C(=O)C(=O)N(CC(=O)Nc2ccccc2OC(F)F)C1=O	-1.3	5	1	i	-7	-2	-0.2	12	1
CCN1CCN(C(=O)c2ccc(COc3ccc(Cl)cc3)o2)CC1	0.4	-1	-5	i	-3	-1	-0.4	-15	3
CCNc1nc(NCC)nc(Oc2ccc(C(=O)OC)cc2)n1	0.3	-2	-20	i	-3	-3	-0.4	7	-6
O=C(Cn1cnc2ccccc21)N/N=C/c1ccccc1	1.7	-3	4	i	-5	-3	0.4	-8	-1
O=C1c2ccccc2C(=O)N1CCSC(=S)N1CCOCC1	-0.6	-6	-7	i	-7	-4	-0.3	-2	0
CC(C)(C)C(=O)CN1C(=O)NC2(CCOc3ccccc32)C1=O (centres undefined)	1.0	1	-3	i	-6	-11	-0.4	-10	5
COc1c(O)ccc(/C=N/NC(=O)c2ccc3c(c2)OCCO3)c1[N+](=O)[O-]	7.2*	5	-2	i	-5	-6	-0.5	9	-2
C=CCOc1ccc2ccccc2c1/C=N/O	1.8	1	6	i	-16	-10	-1.2	5	1
CC(Oc1ccccc1)C(=O)OCC(=O)Nc1sccc1C(N)=O (centres undefined)	-0.6	3	0	i	-8	-4	0.1	-13	-1

Structures shown so far that contain fluorine (10):
SMILES	MsrA inhibitor	CSN deneddyl inh	eLon inh	Neddyl block	FAS-TE inh	MsrA act	Tb MetRS inh	MLLE-PAM2 inh	Rin1 Abl inh
Cc1cc(C(=O)CN2CCN(CC(=O)Nc3cccc(F)c3)CC2)c(C)n1C1CC1	-0.5	3	-21	i	-6	-3	0.0	2	0
O=C(C[n+]1ccccc1)N/N=C/c1cc(Br)ccc1F	0.6	2	3	i	-5	0	-0.4	13	-4
O=C(NC(Cc1ccccc1)C(=O)O)/C(=C\c1ccc(F)cc1)NC(=O)c1ccccc1 (centres undefined)	-0.5	-6	-4	i	-5	0	-0.2	3	-2
CC(c1ccccn1)N(C)C(=O)c1ccc2nc(Cc3ccccc3F)oc2c1 (centres undefined)	0.3	1	-1	i	6	-3	-0.4	-10	0
CCCCn1nnnc1C(c1ccccc1)N1CCN(Cc2c(F)cccc2Cl)CC1 (centres undefined)	-0.7	-1	4	i	19	0	-0.4	.	.
C[C@@H]1CN([C@@H](C)CO)C(=O)CCCn2nncc2CO[C@@H]1CN(C)C(=O)Nc1ccccc1C(F)(F)F	-0.6	-1	-1	i	-8	-12	-2.1	11	0
COc1ccc(NC(=O)Nc2ccccc2F)c([N+](=O)[O-])c1	3.3	-3	7	i	4	-3	-0.6	9	-1
O=c1ccc2ccccc2n1Cc1cccc(F)c1	1.6	5	4	i	-2	-1	0.1	14	1
CC(C)Oc1ccc(C(CC(=O)NCCCN(C)C)c2ccc(F)cc2)cc1 (centres undefined)	1.1	-7	-2	i	-11	-3	-1.2	-8	-1
CCN1C(=O)C(=O)N(CC(=O)Nc2ccccc2OC(F)F)C1=O	-1.3	5	1	i	-7	-2	-0.2	12	1

High-throughput results: PubChem BioAssay, several laboratories
